Assay outcomes as filed in PubChem BioAssay.
XBP1 UPR activ = adaptive UPR (XBP1) activation; CHO-XBP1 luciferase reporter, IRE1-XBP1 UPR activation, luminescence; percent of tunicamycin response, DMSO as zero; activation, % at 20 µM; 330,000 compounds, 0.33% hits; AID 463104;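 active = versus positive control, 20 µM dose yields 30% or more activation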;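 note: 100% = tunicamycin at 10 µg/mL and 0% = DMSO only wells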
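assay system = CHO-XBP1 luciferase reporter cells | amount = 1000 cells/well | buffer or medium = F12 plus 10% FBS | compound dosing = single point, 20 µM final compound, 1% DMSO | incubation = 16-18 h cell attachment at 37 °C, then 6 h compound exposure | detection = Steady-Glo luminescence read | controls = tunicamycin 10 µg/mL and vehicle-only wells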
Gli-Sufu antag = antagonists of Gli-Sufu signaling; Sufu-KO-LIGHT fibroblasts, Gli luciferase reporter luminescence; inhibition, % at 5 µM; 340,000 compounds, 0.74% hits;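 active = inhibition above about 55%, limit read from the data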;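 note: 0% = DMSO-treated cells and 100% = wells with medium but no cells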
Jurkat NFkB inh = inhibitors of the PMA/ionomycin-induced NF-kB reporter in Jurkat cells; PMA/ionomycin-induced NF-kB luciferase reporter, luminescence; inhibition, % at 4 µM; 330,000 compounds, 0.53% hits; AID 435003; in the data active = inhibition above about 50%
CHOP UPR activ = activators of apoptotic arm of unfolded protein response (CHOP); CHO-CHOP luciferase reporter, UPR activation, luminescence; percent of tunicamycin response over DMSO baseline; activation, % at 10 µM; AID 449763; 330,000 compounds, 0.34% hits;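 active = at 10 µM dose, activation of 40% or more, normalized to positive control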;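 note: 100% = tunicamycin at 10 µg/mL and 0% = DMSO alone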
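System: CHO-CHOP luciferase reporter cell line; amount: 500 cells/well; buffer or medium: F12 medium containing 10% fetal bovine serum; incubation: 6 h compound exposure at 37 °C after overnight seeding; measured by: luciferase luminescence after 10 min with Steady-Glo reagent; evaluation: % reporter activation, DMSO baseline versus tunicamycin full activation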
697 NFkB inh = inhibitors of the PMA/ionomycin-induced NF-kB reporter in 697 B cells | AID 435022 | 330,000 compounds, 0.33% hits | 697 B-cell NF-kB luciferase reporter, 16 h | inhibition, % at 4 µM; in the data active = inhibition above about 35%
CCR6 antag = antagonists of human CCR6 receptor | CHO-K1 CCR6 PathHunter beta-arrestin, luminescence, CCL20-stimulated | inhibition, % at 20 µM | 340,000 compounds, 0.49% hits;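 active = compounds whose inhibition of the agonist-driven luminescence signal at 20 µM reaches about 50%, limit read from the data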;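 note: cells stimulated with CCL20 at 14 nM final; plate controls were DMSO with CCL20 for no effect and DMSO without agonist for full effect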
Target sequence (P51684 whole entry, looked up): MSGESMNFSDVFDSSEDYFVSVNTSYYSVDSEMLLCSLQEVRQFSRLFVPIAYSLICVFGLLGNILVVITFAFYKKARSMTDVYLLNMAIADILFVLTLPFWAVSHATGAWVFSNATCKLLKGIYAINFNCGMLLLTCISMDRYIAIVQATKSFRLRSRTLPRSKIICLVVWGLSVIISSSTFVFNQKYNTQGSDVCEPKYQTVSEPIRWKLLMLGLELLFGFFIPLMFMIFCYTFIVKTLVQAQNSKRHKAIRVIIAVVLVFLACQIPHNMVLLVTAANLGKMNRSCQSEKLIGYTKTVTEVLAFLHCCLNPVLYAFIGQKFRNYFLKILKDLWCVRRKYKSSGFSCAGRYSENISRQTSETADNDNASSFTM
Mdm2-MdmX inh = disrupts the human Mdm2-MdmX interaction; SaOS-2 split-luciferase Mdm2/MdmX complementation, luminescence; inhibition, % at 8 µM; 330,000 compounds, 3% hits;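 active = inhibition of at least 50% at 8 µM in the primary screen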
CXCR6 inh = inhibitors of human CXCR6 receptor | 360,000 compounds, 0.36% hits | AID 602244 | O00574 | CHO-K1 PathHunter CXCR6 beta-arrestin, luminescence | inhibition, % at 20 µM; in the data active = inhibition above about 34%, passing the limit was not always enough;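 note: antagonist mode with CXCL16 agonist at 10 nM final; 0% = 10 nM CXCL16 with DMSO and 100% = unstimulated wells without agonist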
EBI2 block = EBI2 (human) antagonism; P32249; EBI2 beta-arrestin recruitment, luminescence, 7a,25-OHC stimulated; inhibition, % at 5 µM; 360,000 compounds, 0.81% hits; in the data active = inhibition above about 38%;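 note: enzyme fragment complementation signal reports receptor beta-arrestin coupling in cells; 0% = agonist plus DMSO wells and 100% = wells without agonist; some results beyond the cut were filed as inactive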
Target sequence (P32249 whole entry, looked up, the tested form may be a part): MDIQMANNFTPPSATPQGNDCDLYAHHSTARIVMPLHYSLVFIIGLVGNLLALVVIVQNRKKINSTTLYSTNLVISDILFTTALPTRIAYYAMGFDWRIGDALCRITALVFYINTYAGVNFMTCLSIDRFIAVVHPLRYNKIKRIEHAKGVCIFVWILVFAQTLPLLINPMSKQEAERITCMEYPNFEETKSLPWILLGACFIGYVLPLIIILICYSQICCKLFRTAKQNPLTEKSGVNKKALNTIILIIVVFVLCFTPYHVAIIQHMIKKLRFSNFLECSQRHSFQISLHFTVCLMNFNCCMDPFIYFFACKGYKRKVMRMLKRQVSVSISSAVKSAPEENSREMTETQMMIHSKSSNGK
Numbers without * were called inactive; nt = not tested or not shown.

compound,XBP1 UPR activ,Gli-Sufu antag,Jurkat NFkB inh,CHOP UPR activ,697 NFkB inh,CCR6 antag,Mdm2-MdmX inh,CXCR6 inh,EBI2 block
O=C(COC(=O)C1CC2C=CC1C2)Nc1ccc([N+](=O)[O-])cc1 (stereo not drawn),2,0,-11,2.6,8,36,7,-4,-6
Cc1nc(CNS(=O)(=O)c2cccs2)cs1,1,-27,-18,0.3,-9,7,14,5,-6
CC(=O)Nc1c(-c2ccccc2)c2cc(Br)ccc2[nH]c1=O,-2,-1,-19,-1.7,11,-7,11,2,12
O=C(Nc1ccc(-c2ccccc2)cc1)c1ccco1,-1,-8,13,-1.5,-3,16,20,1,-8
CCCCN1C(=O)C(C)=C(C)C1OCCc1ccc(OC)c(OC)c1 (stereo not drawn),-5,-10,-9,-0.5,-8,-2,2,5,-5
COCCNC(=S)NC(=O)CC12CC3CC(CC(C3)C1)C2,0,0,0,-1.9,-32,19,39,-2,0
CCN(C(=O)COC(=O)/C=C/c1cnc2ccccc2n1)c1ccccc1,-3,5,17,-0.1,12,5,42,-2,3
COc1cccc(CNc2ccccn2)c1O,-2,5,-22,1.9,7,-1,-2,3,-5
CN(C)C(=S)Nc1ccc(S(=O)(=O)N2CCCCC2)cc1,2,-7,13,-1.3,8,4,3,4,4
CC1(C)CC(=O)C(C=NCC2CCN(C(=O)Cc3ccccc3)CC2)=C(O)C1,-3,44,5,-1.7,20,6,5,-10,-7
Cc1nc2ccccc2n1Cc1ccccc1,-2,20,6,-0.2,-12,11,14,-5,-11
Cc1cc(C)cc(OCC(=O)OCC(=O)NC2CCCCCCC2)c1,0,1,17,-0.7,1,5,22,-10,-8
O=C(NCc1ccccc1Cl)c1cnccc1C(F)(F)F,-5,9,-17,-1.0,-28,-4,-8,3,0
Cn1cccc1-c1nc2ccc(NC(=O)c3ccc([N+](=O)[O-])cc3)cc2[nH]1,-1,6,-12,-1.3,-26,-6,4,-5,6
CN(C)C(=O)CCc1ccc2c3c([nH]c2c1)[C@]1(C)[C@@H](C(=O)N2CCOCC2)C[C@H](CC(=O)NCCC2=CCCCC2)C(=O)N1CC3,-2,-1,nt,1.6,2,17,11,8,-3
CN(c1ccccc1)S(=O)(=O)c1ccc(C(=O)NCc2ccccn2)cc1,-2,4,2,0.5,6,2,3,3,-3
Cc1ccc(OCCOCCOc2ccc(Br)cc2/C=N\NC(=O)c2ccncc2)cc1,-2,4,-12,-1.8,23,19,60*,1,15
O=C(CCN1CCN(C/C=C/c2ccccc2)CC1)Nc1cccc(F)c1,-4,27,5,0.6,1,6,-4,-1,3
COC(=O)c1sc(S(=O)(=O)NCCCN(C)C)c(C(=O)OC)c1C,-1,nt,11,-0.1,10,4,-29,2,0
O=C(COC(=O)c1cc(F)c(F)cc1Cl)NC1CC1,-1,-6,-12,-1.0,11,-1,-11,-1,-12
CCC1CN(C)C2Cc3c([nH]c4ccccc34)C(=O)CC1C2C(=O)OC (stereo not drawn),4,4,-23,-3.5,-19,0,-20,4,4
CCC1CCCCN1C(=O)CSc1nnc(-c2ccco2)o1 (stereo not drawn),-1,-62,-37,3.5,-49,16,-50,2,0
Cc1ccc2c(c1)[C@H]1[C@H](CO2)[C@H](c2ccccc2)[C@]2(C)C(=O)Nc3ccc(F)cc3C(=O)N12,nt,3,nt,nt,nt,5,nt,11,-1
Fc1ccc(/C=N/Nc2nccnc2Cl)cc1,4,-28,-55,4.5,-55,9,-38,-2,3
O=C(CC(SCc1ccco1)c1ccc(O)cc1)c1cccs1 (stereo not drawn),6,-62,-26,4.2,-31,5,-3,8,13
Cc1ccc2cc(CN(CCO)Cc3nnnn3Cc3ccc(F)cc3)c(=O)[nH]c2c1,-2,1,20,-2.8,14,-21,-8,-2,-5
Cc1cccc(OCc2n[nH]c(=S)n2C2CCCCC2)c1,0,2,16,0.3,-20,6,21,3,-4
CCCNS(=O)(=O)c1ccc(NC(=O)Cc2cccs2)cc1,1,-17,-3,1.7,-20,-5,20,0,6
CCCNc1c(NS(=O)(=O)c2ccc(Br)cc2)c(=O)oc2ccccc12,-3,-22,7,1.4,18,20,23,-1,-20
O=C(CN1CCC(O)(c2ccc3c(c2)OCO3)CC1)N1CCOCC1,-3,2,-5,-0.9,-8,1,-1,0,-4
CCc1ccccc1NC(=O)CCNC(=O)Cn1ccc2ccccc2c1=O,-5,-4,-7,-0.3,-21,-16,17,2,-2
Cc1nn(-c2ccccc2)c(=O)c2ccccc12,1,-4,-10,1.0,4,12,-10,2,-9
N#CCCn1ncn(-c2ccccc2)c1=S,3,3,0,0.4,4,-20,32,-9,8
Cc1ccc(Cn2c(C(C)Nc3nc(C)cs3)nc3cc(Cl)c(Cl)cc32)cc1 (stereo not drawn),-1,9,0,0.3,3,8,-2,nt,nt
Cc1ccc(NC(=O)COC(=O)[C@H](C)NC(=O)c2ccccc2)cc1S(=O)(=O)N1CCOCC1,-1,0,-3,0.2,24,-1,-10,0,0
CC(=O)N1CCN(c2ccc(N=Cc3c(O)n(Cc4ccccc4)c(=O)[nH]c3=O)cc2)CC1,nt,10,nt,nt,nt,15,nt,12,1
Cc1cc(C(=O)CN2c3cccc4cccc(c34)S2(=O)=O)c(C)n1C,10,-17,2,1.0,9,5,23,-1,-1
O=[N+]([O-])c1ccc(N/N=C/c2c[nH]c3ccccc23)cc1,9,3,47,9.0,7,58*,25,31,42*
O=C(NC1CCCc2ccccc21)c1ccccc1Cl (stereo not drawn),4,-5,8,0.3,10,7,-39,6,-1
COc1cccc(-n2nc(C(=O)N3CCN(Cc4ccccc4)CC3)c3ccccc3c2=O)c1,-4,11,6,-1.5,-2,-3,11,-2,-11
COc1ccc(NC(=S)NCc2ccco2)c(OC)c1,0,2,0,-3.1,-3,18,15,-10,5
Cn1nc(C(C)(C)C)cc1C(=O)NN1CCOCC1,-2,4,1,-0.5,-37,7,-10,2,7
C/C(=N\NC(=O)c1c(Br)c(C)nn1C)c1cccc(NC(=O)c2ccccc2F)c1,1,-11,-55,-0.8,-32,-4,-14,-2,-7
CC(C)NC(=O)C(=O)NCc1ccccn1,-2,4,10,-0.5,17,-1,5,7,-8
N#Cc1c(-c2ccccc2)cc(-c2cccs2)nc1SCC(=O)O,-2,15,4,-0.9,-4,11,16,3,6
CN(CC(=O)Nc1ccccc1Br)C(=O)COc1cccc2c1OC(C)(C)C2,1,0,7,-0.5,6,17,1,0,1
CC1=CC(=O)C=C(C)C1=NOc1ccccc1[N+](=O)[O-],28,24,4,6.3,-30,7,72*,-19,-52
COc1ccc(CCC(C)N2CCC(Oc3ccc(C(=O)N4CCCC4)cc3)CC2)cc1 (stereo not drawn),-4,20,-8,0.2,-3,27,17,0,-12
COc1cc(S(=O)(=O)N2CCCC2)c(C)cc1C,3,-4,-11,-0.8,-7,8,7,6,-11
C=CC[N+](C)(C)CCCNC(=O)/C=N/O,1,7,0,3.6,-16,15,-4,-2,-7

(further entries)
compound,XBP1 UPR activ,Gli-Sufu antag,Jurkat NFkB inh,CHOP UPR activ,697 NFkB inh,CCR6 antag,Mdm2-MdmX inh,CXCR6 inh,EBI2 block
O=C(NCCS(=O)(=O)NCc1ccccc1)c1ccccc1,1,0,10,2.5,4,3,25,2,6
COC(=O)c1ccc(CN2C(=O)NC(CC(C)C)C2=O)cc1 (stereo not drawn),-3,6,15,-2.4,9,2,27,-2,1
O=C(NC1CCCCCC1)C(=S)N1CCOCC1,-1,-21,8,-1.5,14,12,20,-6,3
CCC1OC2(C)OC(=N)C1(C#N)C(C#N)(C#N)C2c1ccccc1 (stereo not drawn),-3,-3,9,-2.8,-4,0,10,-10,-3
COC(=O)COn1c(-n2nc(C)cc2C)nc2ccccc2c1=O,-1,16,1,-0.6,10,11,-1,2,3
CC(C)=CCN1CCN(Cc2cccn2-c2ccccn2)CC1CCO (stereo not drawn),2,5,-8,1.2,-9,19,-4,12,-2
CN(C(=O)COC(=O)Cc1ccccc1[N+](=O)[O-])C1CCS(=O)(=O)C1 (stereo not drawn),0,33,4,2.3,19,6,28,4,4
COc1ccc(C(CC(=O)N2CCCC2)c2ccc(F)cc2)cc1 (stereo not drawn),-2,-12,-3,-1.9,7,5,-6,11,4
CC(C)CNC(=S)N(CCCN(C)C)Cc1cc2cc3c(cc2[nH]c1=O)OCCO3,-3,5,-7,0.8,12,7,25,-13,-15
Cc1ccc(/C=C/C(=O)Nc2cc(S(N)(=O)=O)ccc2O)cc1,0,-23,13,-2.0,10,-4,5,-6,14
O=C(O)CCCCCN1C(=O)/C(=C\c2ccncc2)SC1=S,-2,-8,-25,-0.9,-24,-2,14,-12,-3
Cc1n[nH]c(C)c1SCC(=O)Nc1ccc(F)cc1,1,-2,8,0.7,23,-20,-4,-1,-6
COc1ccc(/C=N/NC(=O)c2cc[n+]([O-])cc2)cc1,3,-11,-15,0.2,-19,-6,-15,1,2
CCOC(=O)N1CCN(C(=O)c2cc(S(=O)(=O)N3CCc4ccccc43)ccc2OC)CC1,-1,-3,-23,-0.3,-19,-6,6,-2,2
Cc1ccc(S(=O)(=O)N2[C@@H](c3cccc4ccccc34)C(C(=O)O)=C[C@H]2C(C)(C)C)cc1,-1,-3,3,-0.9,13,2,27,3,-1
O=S(=O)(c1ccc(F)cc1)N1CCC(n2cnc3ccccc32)CC1,-4,-14,7,0.0,14,11,22,7,-11
COc1ccc(S(=O)(=O)NCCc2ccccc2)cc1,1,3,-20,1.9,-22,-2,10,7,-2
COc1ccc(C(=O)n2c(-c3ccco3)nc3ccccc32)cc1,9,-23,13,2.2,-49,1,8,9,-31
Cc1cc(C)c2c(N)c(C(=O)c3ccccc3Cl)sc2n1,3,-2,-5,-1.5,-16,9,7,8,-19
COc1ccc2oc(=O)c(-c3csc(Nc4ccc(O)cc4)n3)cc2c1,23,16,6,36,3,4,54*,5,31
O=C(Nc1cccc(O)c1)c1noc2c1CCCCC2,-8,-74,-2,-5.8,-97,5,27,-1,-5
O=C1Nc2ncccc2OC1CCO (stereo not drawn),-2,-5,16,0.2,12,-9,4,-1,-3
Cc1ccc(S(=O)(=O)/N=C(/c2ccccc2)N2CCOCC2)c(C)c1,-1,1,-4,-0.4,12,-1,-15,1,-5
CCN(CC)c1ccc(/C=N/NC(=O)c2nnn(-c3nonc3N)c2-c2ccc(C)cc2)cc1,-4,-4,-8,1.2,12,14,15,13,21

Entries listed so far containing a COOH group:
compound,XBP1 UPR activ,Gli-Sufu antag,Jurkat NFkB inh,CHOP UPR activ,697 NFkB inh,CCR6 antag,Mdm2-MdmX inh,CXCR6 inh,EBI2 block
N#Cc1c(-c2ccccc2)cc(-c2cccs2)nc1SCC(=O)O,-2,15,4,-0.9,-4,11,16,3,6
O=C(O)CCCCCN1C(=O)/C(=C\c2ccncc2)SC1=S,-2,-8,-25,-0.9,-24,-2,14,-12,-3
Cc1ccc(S(=O)(=O)N2[C@@H](c3cccc4ccccc34)C(C(=O)O)=C[C@H]2C(C)(C)C)cc1,-1,-3,3,-0.9,13,2,27,3,-1
